Source: PubChem BioAssay (several laboratories)
Siah-1 displacement = Siah-1 peptide-binding antagonists, primary screen, biochemical, fluorescence polarization, rhodamine-plectin, uHTS (AID 1817). Siah-1 / rhodamine-plectin peptide fluorescence polarization; higher % means a stronger effect. displacement, % at 20 µM, or IC50 in µM where a hit was titrated. 290,000 tested, 0.02% active;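 active means displacement of at least 50% at 20 µM, with a fluorescence ratio check between 0.3 and a set limit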;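 further: plate controls were Siah plus tracer with DMSO for no effect and tracer alone without Siah for full effect; strong numbers were not always called active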
West Nile virus CPE = inhibition of WNV-induced cytopathic effect – cell-based, CPE readout (AID 1621) | West Nile virus-infected cells, CPE inhibition; higher % means a stronger effect | one-dose CPE inhibition, % at 10 µM; IC50 in µM for titrated hits | 290,000 tested, 0.02% active; in the data active means a potency from the dose series; inconclusive means CPE inhibition mostly from about 3.7% at the one dose, without a potency; inactive means the rest, 99 in 100 with CPE inhibition below about 2.2%; further: strong numbers were not always called active
Active calls of the source: *; ? = inconclusive. A portion of the library (hit frequency here may not be typical).

| smiles | Siah-1 displacement | West Nile virus CPE |
| --- | --- | --- |
| CCOC(=O)c1c(NC(=O)CC)sc2c1CCN(Cc1ccccc1)C2 | -1% | -0.2% |
| COC(=O)c1ccc(N2CCN(c3ccccc3)CC2)nc1 | 0% | 0.6% |
| OCC[C@@H]1C[C@H](O)[C@@H](O)[C@]2(CCc3ccccc3O2)O1 | -4% | -0.4% |
| Cc1ccc(NC(=O)CN(C)S(=O)(=O)c2cccc3cccnc23)cc1C | -4% | -0.6% |
| Cc1oc(-c2ccccc2F)nc1CS(=O)CC(=O)NCc1ccc(F)cc1 (stereo not given) | -5% | -0.6% |
| CSCC[C@H](NC(=O)OC(C)(C)C)C(=O)N1CCC(C(=O)NCC(=O)Nc2ccc(C)cc2)CC1 | 1% | -0.9% |
| O=C(Nc1cc(=O)[nH]c2ncnn12)c1ccco1 | -6% | 0.9% |
| COc1ccc(-n2ncc3c(N(C)C4CCCCC4)ncnc32)cc1 | -8% | 0.1% |
| Cc1ccc2c(c1)N(CC(=O)NCCC1=CCCCC1)C(=O)c1cccnc1O2 | 14% | -1.0% |
| COc1ccc(CNC(=O)C2CCN(c3nnc(N4CCCC4=O)s3)CC2)cc1 | -1% | -0.6% |
| COc1ccc(CCNC(=O)COc2cc(O)c3c(c2)OC(C)(C)CC3=O)cc1 | 7% | -1.2% |
| Cc1ccnc(NC(=O)Cn2c(=O)oc3cc(S(=O)(=O)N4CCCC4)ccc32)c1 | 1% | 0.8% |
| COc1ccc2c(c1)c(C(C)=O)c(C)n2CCc1ccccc1 | -4% | -1.6% |
| COc1ccc(C2=NS(=O)(=O)N(C)C(C(=O)N3CCC(C)CC3)=C2)cc1 | -5% | -0.8% |
| COc1ccc(CNC(=O)c2ccc3c(c2)N(C)CCS3)cc1 | 2% | 0.8% |
| Cn1c(=O)oc2cc(S(=O)(=O)N3CCC(C(=O)NCc4ccccc4)CC3)ccc21 | 2% | -0.9% |
| Cc1cccc(NC(=O)/C(C#N)=C/c2ccc(Cl)cc2)n1 | 13% | -1.0% |
| CCOC(=O)C1=C(C)N(CCCCCC(=O)O)C(=O)NC1c1ccc(Cl)cc1 (stereo not given) | 3% | -0.8% |
| COc1ccccc1NC(=O)Cn1c(=O)oc2cc(S(=O)(=O)N3CCCC3)ccc21 | -3% | 0.1% |
| Cc1ccc(C(=O)CC(C(=O)O)n2cncn2)cc1 (stereo not given) | 1% | 1.3% |
| CN1C(=O)C(C)(C)c2cc(S(=O)(=O)N3CCN(c4cccc(Cl)c4)CC3)ccc21 | 2% | -0.5% |
| O=C(CCC(=O)N1CCOc2ccccc21)N1CCOCC1 | 1% | 0.1% |
| O=c1cc(CSc2ccc(Cl)cc2)nc(-c2ccccn2)[nH]1 | -6% | ? |
| Cc1cccc2c(N)c3c(nc12)N(C)CC3 | 4% | -0.8% |
| Cc1ccc(CCNC(=O)Cc2ccc(NC3=NC4CS(=O)(=O)CC4S3)cc2)cc1 (stereo not given) | 3% | 0.8% |
| Cc1ccc(NC(=O)c2ccc3nc(N4CCOCC4)sc3c2)c(Cl)c1 | 9% | -1.0% |
| Cc1ccc(NS(=O)(=O)c2ccc3c(c2)NC(=O)C(C)C(=O)N3)c(Br)c1 (stereo not given) | 0% | 0.0% |
| C/C(=N/NC(=O)c1ccc(Cn2cccn2)o1)c1cccc(NC(=O)c2ccncc2)c1 | 0% | -0.1% |
| COc1ccc(NC(=O)C(=O)NCCN2CCN(C(=O)c3ccc(C(C)(C)C)cc3)CC2)cc1 | 1% | -0.6% |
| CCc1ccc(NC(=O)C2=CC(c3cccs3)=NS(=O)(=O)N2C)cc1 | 4% | -0.6% |

| smiles | Siah-1 displacement | West Nile virus CPE |
| --- | --- | --- |
| CCc1ccc(NS(=O)(=O)c2cc3c(cc2C)n(C)c(=O)c(=O)n3C)cc1 | 46% | -1.7% |
| Cc1cc2c(cc1S(=O)(=O)CCC(=O)N(C)C1CCCCC1)OCC(=O)N2 | 1% | 0.1% |
| Cc1n[nH]c(C)c1CCC(=O)N/N=C/c1c(C)[nH]c2ccccc12 | 0% | 0.3% |
| Cc1ccc(Cn2cc(-c3ccccc3)nn2)cc1 | 0% | -0.9% |
| O=C(Cc1ccccc1)Nc1nnc(-c2ccccc2)o1 | 2% | 0.1% |
| Cc1ccc(NCc2nc3ccccc3n2C)c(C)c1 | 3% | -0.8% |
| COc1ccccc1NC(=O)c1cc(S(=O)(=O)N2CCCC2)cn1C | -4% | -0.4% |
| Cc1cccc(CCN(C(=O)c2snc(C(N)=O)c2N)C(C(=O)NCC2CCCO2)c2ccc(F)cc2)c1 (stereo not given) | -1% | -0.1% |
| COC(=O)N1C(=O)[C@@](Cc2ccccc2)(c2ccccc2)N1C(=O)OC | -3% | -0.5% |
| CCOc1ccc(-c2cc(C(=O)OC)nc3c2c(=O)n(C)c(=O)n3C)cc1 | 1% | 1.8% |
| O=C(Nc1ccc2c(c1)CCC2)c1ncoc1-c1ccccc1F | 6% | 0.3% |
| CCOC(=O)C1=C(C)N(CCCC(=O)O)C(=O)NC1c1ccc(Cl)cc1Cl (stereo not given) | -3% | -0.3% |
| CC(=O)Nc1ccc(NC(=O)C2C3CCC(C3)C2C(=O)O)cc1 (stereo not given) | -1% | -0.7% |
| CN(C)CCNc1nc2sc3c(c2c(=O)n1Cc1ccccc1)CCCCC3 | -1% | -1.4% |
| Cc1ccc(CNS(=O)(=O)c2ccc3c(c2)C(C)(C)C(=O)N3C)cc1 | -4% | -0.4% |
| Cc1cc(F)ccc1NC(=O)c1cc(S(=O)(=O)N2CCc3ccccc32)cn1C | -2% | -0.9% |
| CCOCCn1c(CN2CCCCC2)nc2c1c(=O)n(C)c(=O)n2C | -2% | -0.5% |
| CCOc1cccc2cc(C(=O)NCc3ccccc3)c(=N)oc12 | 1% | -1.6% |
| Cc1cc(=O)n2nc(N3CCCC(C(=O)Nc4ccc(C)c(C)c4)C3)sc2n1 (stereo not given) | 20% | -0.3% |
| CCOc1ccc(/C(O)=C2/C(=O)C(=O)N(c3ccccn3)C2c2ccc(F)cc2)c(C)c1 (stereo not given) | 5% | -1.0% |
| COc1cc(NC(=O)Cn2c(=O)n(CC3CCCO3)c(=O)c3cc(OC)c(OC)cc32)cc(OC)c1 (stereo not given) | -1% | -0.8% |
| CCCCC(c1nnnn1CS(=O)(=O)c1ccc(C)cc1)N1CCC(C(N)=O)CC1 (stereo not given) | -2% | -0.3% |
| CCC(C)NC(=O)C1CCN(S(=O)(=O)c2ccc3c(c2)CC(C)N3C(C)=O)CC1 (stereo not given) | 2% | 0.6% |
| CS(=O)(=O)Nc1ccc(Oc2ncccn2)cc1 | -1% | -0.8% |
| COC(=O)/C(C#N)=C/c1c(N2CCN(c3ccccc3)CC2)nc2c(C)cccn2c1=O | 1% | 0.6% |
| CCN1CCN(S(=O)(=O)c2cc3c(cc2Cl)NC(=O)CO3)CC1 | -2% | 0.0% |
| COC(CSc1nc(N)c2c3c(sc2n1)CN(C)CC3)OC | -8% | 0.3% |
| O=C(CNC(=O)c1ccccc1)NCC(=O)OCC(=O)c1ccccc1Cl | -3% | -0.5% |
| CN(Cc1ccon1)C(=O)CC1C(=O)NCCN1Cc1ccccc1C(F)(F)F (stereo not given) | 7% | 0.1% |
| Cc1ccc2c(c1)N(CC(=O)N1CCC(O)CC1)C(=O)CO2 | -7% | 0.9% |

2 compounds picked at random from those above:
| smiles | Siah-1 displacement | West Nile virus CPE |
| --- | --- | --- |
| CSCC[C@H](NC(=O)OC(C)(C)C)C(=O)N1CCC(C(=O)NCC(=O)Nc2ccc(C)cc2)CC1 | 1% | -0.9% |
| CCc1ccc(NC(=O)C2=CC(c3cccs3)=NS(=O)(=O)N2C)cc1 | 4% | -0.6% |

The list continues.
| smiles | Siah-1 displacement | West Nile virus CPE |
| --- | --- | --- |
| Cn1c2ccc(F)cc2c2nnc(SCCN3CCOCC3)nc21 | 0% | -0.3% |
| COc1ccc(-c2cc(=O)oc3cc(OCC(=O)NCc4ccccn4)ccc23)cc1 | 8% | -0.3% |
| Cc1ccc(OC(=O)COc2ccccc2C)cc1 | 7% | -0.9% |
| CCN1CCSc2ccc(C(=O)NCc3ccc(OC(C)C)cc3)cc21 | -2% | 0.8% |
| Cc1cc(C)cc(NC(=O)CCN2C(=O)c3ccccc3S2(=O)=O)c1 | -5% | 0.0% |
| O=C(COc1ccc(S(=O)(=O)NCc2ccccc2)cc1)NCc1cccnc1 | 7% | -0.3% |
| CCC(C(=O)OC)n1cnc2c(nnn2-c2ccc(C)cc2)c1=O (stereo not given) | -1% | 0.1% |
| CN1C(=O)C(C)(C)c2cc(S(=O)(=O)N3CCC(C(=O)NCc4ccc(F)cc4)CC3)ccc21 | -1% | -0.8% |
| O=C(O)CSCC(=O)N1CCN(c2ccnc3cc(Cl)ccc23)CC1 | -2% | -0.9% |
| COc1ccc(CCNC(=O)c2ccc3nc(N4CCOCC4)sc3c2)cc1OC | -5% | -1.0% |
| COc1ccc(Cl)cc1-n1c(=S)sc2c(=O)[nH]c(SCC(=O)NCCC(C)C)nc21 | 7% | 0.6% |
| COc1ccc2c(C)c(CC(=O)N3C[C@H]4C[C@@H](C3)c3cccc(=O)n3C4)c(=O)oc2c1OC | 3% | -0.8% |
| COc1ccc(S(=O)(=O)N2CCOC2CNC(=O)C(=O)NCCc2ccccc2)cc1OC (stereo not given) | 12% | -0.9% |
| Cc1cc(C)n2nc(CNS(=O)(=O)c3ccc(C)c(C)c3)nc2n1 | 1% | -0.3% |
| CCN(CC(=O)NCc1ccc(F)cc1)C(=O)/C=C/c1cc(OC)ccc1OC | -6% | -0.3% |
| CN(C)c1ccc(NC(=O)Cc2ccccc2)c2ccccc12 | 4% | -1.9% |
| CC1CN(C(=O)CCC(=O)NCCCN2C(C)CCCC2C)c2ccccc2O1 (stereo not given) | -2% | 0.0% |
| COCCCNC(=S)N/N=C/c1ccc(O)cc1O | 8% | 0.0% |
| Cc1cc2c(cc1S(=O)(=O)NCc1ccc(N(C)C)cc1)OCC(=O)N2 | -2% | -0.4% |
| COc1cc(NS(=O)(=O)c2cc3c(cc2C)NC(=O)CO3)cc(OC)c1 | 8% | -0.5% |
| O=C(Nc1nc2c(F)cc(F)cc2s1)c1ccco1 | 2% | -0.5% |
| CC(Oc1ccc2c(c1)oc(=O)c1ccccc12)C(=O)NCC1CCC(C(=O)O)CC1 (stereo not given) | -3% | 0.1% |
| Cc1ccc(NC(=O)CSc2nc3ccccc3nc2N2CCCC2)cc1 | 0% | -1.4% |
| O=C(O)C(c1ccccc1)N1C(=O)/C(=C\c2ccc(-c3ccc(Br)cc3)o2)SC1=S (stereo not given) | 29% | 0.3% |
| COc1ccc(C2=NS(=O)(=O)N(C)C(C(=O)N3CCOCC3)=C2)cc1 | -3% | -0.5% |
| CCN1C(=O)/C(=C2\SC(N3CCOCC3)=NC2=O)c2ccccc21 | 9% | -0.3% |
| CCOC(=O)N1CCC(NS(=O)(=O)c2cc(C(=O)OC)n(C)c2)CC1 | 11% | -1.0% |
| Cc1cccc(CNC(=O)c2ccc3c(c2)N(C)CCS3)c1 | -2% | -0.4% |
| CCC(=O)Nc1ccc(C(=O)NNC(=O)c2ccc(Cl)cc2)cc1 | 1% | 1.0% |
| CC(=O)N1CCOc2cc(S(=O)(=O)N3CCN(c4ccccc4)CC3)c(Cl)cc21 | -2% | -1.0% |

Part of the list above in another layout.
compound: CCc1ccc(NS(=O)(=O)c2cc3c(cc2C)n(C)c(=O)c(=O)n3C)cc1
- Siah-1 displacement: 46%
- West Nile virus CPE: -1.7%

compound: Cc1cc2c(cc1S(=O)(=O)CCC(=O)N(C)C1CCCCC1)OCC(=O)N2
- Siah-1 displacement: 1%
- West Nile virus CPE: 0.1%

compound: Cc1n[nH]c(C)c1CCC(=O)N/N=C/c1c(C)[nH]c2ccccc12
- Siah-1 displacement: 0%
- West Nile virus CPE: 0.3%

compound: Cc1ccc(Cn2cc(-c3ccccc3)nn2)cc1
- Siah-1 displacement: 0%
- West Nile virus CPE: -0.9%

(cont.)
| smiles | Siah-1 displacement | West Nile virus CPE |
| --- | --- | --- |
| CN1CCN(S(=O)(=O)c2ccc3c(c2)C(C)(C)C(=O)N3C)CC1 | -3% | 0.0% |
| Cc1nc2sccn2c(=O)c1S(=O)(=O)NCCc1ccccc1 | -1% | -0.3% |
| Cc1ccc2c(c1)N(C(=O)CCC(=O)NC1CCN(Cc3ccccc3)CC1)CC(C)O2 (stereo not given) | 6% | -0.5% |
| Cc1ccc(NS(=O)(=O)c2cc3[nH]c(=O)c(=O)[nH]c3cc2C)c(C)c1 | 3% | 0.5% |
| O=C(Nc1ccnn1C1CCN(Cc2ccc(F)cc2)CC1)C1CC1 | 0% | -0.5% |
| CCOC(=O)N1C(=O)[C@](CC)(c2ccccc2)N1C(=O)OCC | 0% | -1.1% |
| COC(=O)CCC(C)N1CCC(Oc2ccc(C(=O)NCc3ccccn3)cc2)CC1 (stereo not given) | 6% | 0.1% |
| COc1cc(NC(=O)CCS(=O)(=O)c2ccc3c(c2)n(C)c(=O)c(=O)n3C)cc(OC)c1 | -6% | 0.0% |
| CCOc1ccc(NS(=O)(=O)c2coc(C(N)=O)c2)cc1 | 1% | 0.0% |
| CCOc1cc(/C=N/NC(=O)CSc2nncn2C)ccc1OCC(N)=O | 3% | 0.1% |
| Cc1nc2sccn2c(=O)c1S(=O)(=O)NCc1ccccc1Cl | 10% | -0.6% |
| COCCN1Cc2cccc(C(=O)NCCc3ccccc3)c2C1=O | 4% | -0.8% |
| CCn1c(=O)c2cc(C(=O)Nc3cccc(C(C)=O)c3)sc2c2ccccc21 | 4% | -0.3% |
| COC(=O)c1cc(S(=O)(=O)NCc2cccc(OC)c2)cn1C | 14% | -0.7% |
| COc1ccccc1NC(=O)CN1CCN(CC(=O)Nc2ccc(S(N)(=O)=O)cc2)CC1 | 0% | 0.0% |
| CC(Oc1ccc2ccc(=O)oc2c1)C(=O)NC(Cc1c[nH]c2ccc(O)cc12)C(=O)O (stereo not given) | 0% | -0.7% |
| COc1ccc(C(=O)Nc2ccc(NC(=O)c3ccccn3)cn2)cc1 | 3% | 0.2% |
